Assay outcomes deposited in PubChem by NMMLSC.
AGP1-GFP MLPCN: modulators of AGP1-GFP expression in yeast TOR pathway, primary screen, cell-based, multiplex flow cytometry, S. cerevisiae, MLPCN library. 3 h; GFP as percent of DMSO wells. GFP response vs DMSO, % at 10 µM. 320,000 tested, 0.02% active. AID 2066, 2009;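 active = GFP response relative to DMSO above a set limit, near screen average plus 3 SD, cut at about 150% in these data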;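 note: median GFP channel fluorescence of the gated AGP1 strain per well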
CIT2 TOR yeast: modulators of CIT2-GFP expression in yeast, primary screen, S. cerevisiae, GFP fusion, multiplex flow cytometry, MLPCN library; S. cerevisiae CIT2-GFP strain, 3 h; 100 means same as DMSO wells; GFP response vs DMSO, % at 10 µM; 320,000 tested, 0.065% active;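 active = GFP response relative to DMSO above a set limit, near the screen mean plus 3 SD, cut at about 150% in these data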;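 note: ratio of well median GFP fluorescence to mean of DMSO wells on the plate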
LAP4 TOR yeast: modulators of LAP4-GFP expression in yeast, primary screen, S. cerevisiae, multiplex flow cytometry, MLPCN library; GFP response vs DMSO, % at 10 µM; AID 2023, 2009; 3 h; median GFP as percent of DMSO wells; 320,000 tested, 0.34% active;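 active = GFP response vs DMSO above a set limit, about the screen mean plus 3 SD, cut at about 150% in these data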
RPL19A TOR yeast: RPL19A-GFP expression modulators in yeast, primary screen, cell-based, S. cerevisiae, multiplex flow cytometry, MLPCN; S. cerevisiae RPL19A-GFP strain, 3 h; active compounds read low; percent response vs DMSO, % at 10 µM; 330,000 tested, 0.3% active;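 active = percent response vs DMSO below 50%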;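 note: median channel GFP fluorescence of the barcoded RPL19A-GFP strain; ratio of sample median GFP to plate DMSO average so 100% = DMSO; lower means less RPL19A-GFP as with rapamycin TOR inhibition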
GRK2 inh: compounds blocking aptamer binding on GRK2 – biochemical, human GRK2, bead flow cytometry, HTS, primary screen; Beta-adrenergic receptor kinase 1 (Homo sapiens), P25098; FAM-aptamer displacement from GRK2; inhibition of aptamer binding, % at 10 µM; 330,000 tested, 0.59% active;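 active = inhibition of aptamer binding above 40%, roughly 3 SD of noise, on plates passing a quality check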;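 note: median bead fluorescence of bound FAM aptamer so fluorescent compounds give negative values; no value below 0 was filed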
MEP2 TOR yeast: modulators of MEP2-GFP levels in yeast, primary screen, S. cerevisiae, multiplex flow cytometry, MLPCN library; S. cerevisiae MEP2-GFP strain, 3 h; 100% = DMSO control level; GFP response vs DMSO, % at 10 µM; 330,000 tested, 0.51% active; AID 2016, 2009;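 active = GFP response versus DMSO above a set limit, roughly screen mean plus 3 SD, cut at about 180% in these data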;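 note: median GFP fluorescence of the barcode-gated MEP2-GFP cells per well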
Yeast superoxide: reduction of superoxide in aged yeast, primary screen, HTS | superoxide response (% of plate mean), % at 10 µM | S. cerevisiae aged cells, superoxide DHE fluorescence; active compounds read low | AID 2690, 2010 | 330,000 tested, 0.18% active;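 active = superoxide response under a set limit, about three screen SD below normal, cut at about 65% in these data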;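 note: yeast aged for seven days with compound at 30 °C before DHE staining; 100% = average MFI of all compound-treated wells on the plate with controls excluded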
VLA-4 inh: inhibition in human VLA-4 binding assay, primary screen, VLA-4 allosteric modulator project, MLPCN library, flow cytometry, VLA-4 expressing cells; ligand binding flow cytometry; inhibition, % (about 7 µM as worked out from the volumes in the protocol); 330,000 tested, 0.2% active; AID 2557, 2010; in the data active = inhibition above about 50%
Active calls of the source: *; / = not tested or not shown; [ ] = dose if it differs, or a comment.

canonical_smiles,AGP1-GFP MLPCN,CIT2 TOR yeast,LAP4 TOR yeast,RPL19A TOR yeast,GRK2 inh,MEP2 TOR yeast,Yeast superoxide,VLA-4 inh
O=C(CN1C(=O)NC2(CCc3ccccc32)C1=O)Nc1cccc(Cl)c1 (stereo not drawn),107.3,115.9,95.6,102.6,0.0,108.9,97.1,2.1
CCOC(=O)c1cc(-c2cccnc2)nn1-c1ccccc1,104.8,112.1,104.5,100.2,3.0,105.7,97.5,0.4
Cc1cc(NC(=O)c2cccnc2Cl)ccc1NC(=O)c1cc2ccccc2o1,96.9,102.6,89.8,105.0,0.0,99.9,110.3,-7.7
CC(C)Cn1c(SCC(=O)N2CCOCC2)nc2ccccc2c1=O,105.0,124.5,116.0,105.0,1.0,106.3,115.9,14.3
c1ccc2c(CSc3nnc(-c4ccncc4)o3)cccc2c1,95.2,94.4,114.0,96.7,0.0,98.1,93.1,-10.9
CC(C)N(Cc1ccccc1)C(=O)CN1C(=O)NC(Cc2ccccc2)(c2ccccc2)C1=O (stereo not drawn),101.1[may fluoresce green],99.0[may fluoresce green],99.0[may fluoresce green],102.4[may fluoresce green],1.0,103.8[may fluoresce green],102.0,0.0
Cc1onc(-c2ccccc2)c1NC(=O)N(Cc1ccccc1)C(C)C,105.4,112.1,96.2,89.7,0.0,83.9,88.2,2.6
O=C(Nc1cccc(C(F)(F)F)c1)c1ccc(Cn2cc(Br)cn2)o1,101.2,87.6,79.7,94.5,0.0,102.0,118.0,-17.0
CC(C)C[C@H](N)c1cn([C@@H](Cc2cc3ccccc3[nH]2)C(=O)N2CCNCC2)nn1,108.1,106.0,101.6,102.0,0.0,107.7,93.0,-2.0
COc1ccc(C=C2C(=O)OC(C)(C)OC2=O)cc1OC,97.3,95.0,/,101.6,2.0,105.3,115.0,-6.3
Cc1ccccc1CNS(=O)(=O)c1ccccc1[N+](=O)[O-],105.7,89.2,101.6,95.7,4.0,101.8,94.3,2.9
CC(C)CN1CCC(Oc2cccc(C(=O)NCCc3ccccc3)c2)CC1,102.6,99.1,98.0,103.2,5.0,107.6,102.8,15.0
O=C(c1cc2cc([N+](=O)[O-])ccc2oc1=O)N1CCN(c2ncccn2)CC1,108.8,119.1,105.6,103.7,3.0,103.7,116.8,-10.3
Cn1c(Oc2ccccc2)c(C=O)c2ccccc21,100.2,108.9,102.7,102.1,53.0*,106.9,111.3,14.4
CCS(=O)(=O)N1CCC(C(=O)NCCCOC)CC1,106.7,104.2,101.2,102.6,1.0,109.6,117.2,11.9
COc1ccccc1CCNC(=O)C(=O)NCC1OCCN1S(=O)(=O)c1ccc(Br)cc1 (stereo not drawn),101.2,98.4,99.2,109.5,9.0,104.4,98.7,7.1
CCOc1ccc(NC(=O)COC(=O)C2(C)CC2(Cl)Cl)c([N+](=O)[O-])c1 (stereo not drawn),96.6,94.3,105.0,96.5,0.0,100.3,104.2,4.7
COc1ccc(Nc2nc3c(C)cccc3cc2C#N)cc1,90.4,95.2,102.5,72.9,0.0,105.8,105.0,-8.2
O=C(Nc1cccc(S(=O)(=O)N2CCOCC2)c1)c1ccc(Cl)c([N+](=O)[O-])c1,92.9,94.7,92.0,92.0,1.0,105.5,96.2,-0.8
COc1cc2ccccc2cc1C(=O)N1CCCCC1,104.8,97.3,103.9,101.0,0.0,105.0,72.5,2.0
Oc1[nH]c2ccccc2c1N=Nc1ncnc2c1oc1ccccc12,98.3,89.1,97.6,99.5,1.0,98.0,116.8,-27.2
O=C(COc1ccccc1)OCC(=O)c1ccc(O)cc1O,93.2,93.1,85.6,91.3,2.0,92.8,124.0,-25.6
CCCN1CCN(CCCNC(=O)c2ccc3nc(N4CCCCC4)sc3c2)CC1,102.5,97.7,98.2,101.5,0.0,104.2,89.8,10.9
O=C(/C=C/c1ccc(Cl)cc1)Nc1ccccc1N1CCOCC1,100.2,100.7,94.1,106.3,0.0,100.8,110.5,11.6
Cn1c(=O)c2c(SCc3cccnc3)nc(C3CC3)nc2n(C)c1=O,94.1,86.8,115.0,100.8,1.0,102.2,89.2,1.1
CN1[C@@H]2CC[C@H]1CC(OC(=O)c1c[nH]c3ccccc13)C2 (stereo partly drawn),89.3,80.1,108.3,102.8,1.0,101.0,98.4,41.8
CCCNC(=O)NC(=O)COC(=O)c1ccc(OC)c(S(=O)(=O)N2CCCc3ccccc32)c1,102.0,102.1,101.0,99.1,0.0,102.3,111.4,14.0
Cn1c(=O)c2c(nc(N3CCOCC3)n2CCCNC2=NCCC2)n(C)c1=O,106.4,101.3,95.2,/,0.0,87.3,112.3,8.2
CCn1c(O)c(N=NC(=O)Cc2csc(N3CCOCC3)n2)c2ccccc21,93.2,89.1,82.2,98.4,0.0,98.8,112.1,-6.4
CN(C)S(=O)(=O)c1cccc(N=C2SCCN2Cc2ccccc2)c1,90.1,98.1,91.2,85.7,0.0,79.0,107.0,1.8
Cc1ccc(C)c(N2CCN(C(=O)C3CCN(c4nnc(N5CCCC5=O)s4)CC3)CC2)c1,101.9,102.7,106.9,100.5,3.0,104.5,95.0,7.5

Four of these compounds, reformatted.
COc1cc2ccccc2cc1C(=O)N1CCCCC1
  AGP1-GFP MLPCN = 104.8	CIT2 TOR yeast = 97.3	LAP4 TOR yeast = 103.9	RPL19A TOR yeast = 101.0	GRK2 inh = 0.0	MEP2 TOR yeast = 105.0	Yeast superoxide = 72.5	VLA-4 inh = 2.0
Oc1[nH]c2ccccc2c1N=Nc1ncnc2c1oc1ccccc12
  AGP1-GFP MLPCN = 98.3	CIT2 TOR yeast = 89.1	LAP4 TOR yeast = 97.6	RPL19A TOR yeast = 99.5	GRK2 inh = 1.0	MEP2 TOR yeast = 98.0	Yeast superoxide = 116.8	VLA-4 inh = -27.2
O=C(COc1ccccc1)OCC(=O)c1ccc(O)cc1O
  AGP1-GFP MLPCN = 93.2	CIT2 TOR yeast = 93.1	LAP4 TOR yeast = 85.6	RPL19A TOR yeast = 91.3	GRK2 inh = 2.0	MEP2 TOR yeast = 92.8	Yeast superoxide = 124.0	VLA-4 inh = -25.6
CCCN1CCN(CCCNC(=O)c2ccc3nc(N4CCCCC4)sc3c2)CC1
  AGP1-GFP MLPCN = 102.5	CIT2 TOR yeast = 97.7	LAP4 TOR yeast = 98.2	RPL19A TOR yeast = 101.5	GRK2 inh = 0.0	MEP2 TOR yeast = 104.2	Yeast superoxide = 89.8	VLA-4 inh = 10.9
